Screening data (PubChem BioAssay)
HSF-1 act = increases HSF-1 driven luciferase reporter signal; NIH3T3-HGL HSF-1 luciferase reporter, MG132, 8 h; 100% = twice DMSO control signal; activation, % at 9 µM; 1.7% of 300,000 active; AID 504408;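 active means mean replicate activation of at least 50% with a set share of replicates each reaching 50%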;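 further: 0% = median of the neutral control wells and 100% = twice that signal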
KLF5 inh = suppresses KLF5 promoter-driven expression | AID 1700 | 0.23% of 290,000 active | inhibition, % at 5 µM | DLD-1 KLF5 promoter-luciferase reporter, luminescence;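 active means inhibition above a per-plate limit of that plate's mean compound inhibition plus 3 SD, cut at about 60% in these data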;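 further: 0% = DMSO wells and 100% = LY294002 at 200 µM; higher means less KLF5 promoter-driven luciferase light; inactives centre near -14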
aSyn UTR inh = 5' untranslated region of α-synuclein, MLPCN primary screen. alpha-synuclein 5'UTR reporter, inhibitor activity. AID 1813. inhibition, % (tested at 7.5 µM). 0.82% of 300,000 active; in the data active means inhibition above about 60%;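 further: H4 neuroglioblastoma cells stably carrying SNCA 5'UTR luciferase fusion; 0% = DMSO wells and 100% = positive control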
AI-2 QS modul = modulates the Vibrio harveyi AI-2 quorum sensing system; Vibrio harveyi JMH597 AI-2 luminescence/OD600 ratio, 9 h; active compounds read low; strain lacks LuxN and CqsS sensors; 0 = neutral-control median; activity change, % at 7.5 µM; 0.4% of 300,000 active; in the data active means activity change below about -75%, passing the limit was not always enough;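 further: luminescence divided by OD600 gain over 9 h not by final OD600 alone; inactives centre near 13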
IEC-6 cytotox = kills IEC-6 intestinal cells in KLF5 counter-screen; IEC-6 cytotoxicity, luminescence viability; inhibition, % at 5 µM; 0.78% of 290,000 active; in the data active means inhibition above about 22%;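 further: 0% = plate median of test compound wells and 100% = cytotoxic reference compound wells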
Platelet DG rel = platelet dense granule release activity; human platelet-rich plasma, SFLLRN dense granule ATP release, luminescence; inhibition, %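 (compounds screened at 7.5 µM in platelet-rich plasma)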; 0.22% of 300,000 active; AID 1663;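 active means mean replicate score, as percent of positive control, at or above 50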
HSP90 refold inh = HSP90 refolding inhibition in rabbit reticulocyte lysate. inhibition, % at 5.6 µM. 0.91% of 290,000 active. luciferase refolding luminescence, 3 h;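 active means inhibition above the screen-wide mean plus 3 SD, computed separately per campaign, cut at about 16% in these data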;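 further: 0% = DMSO wells and 100% = 60 µM geldanamycin wells; inhibitors lower the luminescence because luciferase stays unfolded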
HIF act = HIF pathway transcriptional activation; U2OS HRE-luciferase reporter, luminescence; normalized: DMSO 0%, desferrioxamine 100%; 0.32% of 300,000 active; activation, % at 7.5 µM (by protocol);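 active means mean activation of at least 10% of the iron chelator positive control signal, with at least half of replicates also reaching 10%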
HSF1 inhib = HSF1 inhibition; activity change, negative = inhibition, % at 7.5 µM (by protocol); NIH3T3-HGL HSE-luciferase, MG132-induced, luminescence 8 h; active compounds read low; 0.77% of 300,000 active;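 active means more than half of replicate wells show activity change below -50%, luminescence cut by over half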;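 further: luciferase reports HSF-1 transcriptional activity via heat shock element; 0% = median of DMSO wells and -100% = zero luminescence signal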
HDAC3 inh = blocks human histone deacetylase 3; 0.15% of 320,000 active; AID 2718; recombinant HDAC3, fluorogenic peptide/trypsin coupled, fluorescence; O15379; inhibition, % at 8.3 µM; in the data active means inhibition above about 26%, passing the limit was not always enough
Target sequence (O15379 whole entry, looked up): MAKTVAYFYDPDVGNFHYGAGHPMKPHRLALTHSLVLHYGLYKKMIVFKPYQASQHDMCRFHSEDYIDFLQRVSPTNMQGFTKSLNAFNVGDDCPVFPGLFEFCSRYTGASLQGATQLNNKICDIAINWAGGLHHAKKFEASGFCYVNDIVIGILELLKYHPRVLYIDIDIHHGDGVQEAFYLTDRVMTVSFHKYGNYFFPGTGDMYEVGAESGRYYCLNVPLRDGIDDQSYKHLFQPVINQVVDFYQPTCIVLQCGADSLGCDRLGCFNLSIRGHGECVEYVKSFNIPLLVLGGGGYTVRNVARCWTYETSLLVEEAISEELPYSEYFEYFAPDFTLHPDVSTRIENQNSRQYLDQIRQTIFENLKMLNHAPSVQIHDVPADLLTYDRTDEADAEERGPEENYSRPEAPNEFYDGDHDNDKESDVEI
An asterisk follows results filed as active; nt = no result given. Rows are unselected (roughly 5% active in at least one column).

SMILES	HSF-1 act	KLF5 inh	aSyn UTR inh	AI-2 QS modul	IEC-6 cytotox	Platelet DG rel	HSP90 refold inh	HIF act	HSF1 inhib	HDAC3 inh
CCCN1C(=O)c2cc(C(=O)Nc3ccccc3C)ccc2C1Nc1ccccc1C (stereo not drawn)	15.2	-19.0	18.2	34.3	2.1	2.2	-6.1	-0.2	-0.3	-0.4
Nc1ncncc1-c1ccc2ccccc2c1	3.8	-19.4	4.2	32.9	-0.2	1.3	-3.6	-12.4	-11.9	-0.8
CCOC(=O)N1C(=O)C2(CCCCC2)N(c2ccccc2Cl)C1=S	27.8	-10.2	-20.4	6.6	14.1	6.7	-4.8	0.7	-9.6	0.5
Cc1ccccc1-n1ncc2c1CC(C)(C)CC2NC(=O)C1CCC1 (stereo not drawn)	1.3	-54.1	-5.5	14.2	0.0	1.2	-4.8	-0.3	-6.2	3.1
COc1ccc(CCNC(=O)CSc2nc(=O)n3cccc(C)c3n2)cc1OC	9.6	nt	-11.1	14.7	nt	3.7	nt	0.0	-6.1	-2.0
O=C(CCC1CCCCC1=O)c1ccccc1 (stereo not drawn)	1.9	-6.3	-30.2	35.4	3.0	-0.7	2.1	0.0	5.2	-7.9
Cc1ccc(S(=O)(=O)N2CCCCC2CCNC(=O)C(=O)NCc2cccnc2)cc1 (stereo not drawn)	8.3	nt	-47.8	12.3	nt	0.4	nt	2.0	-3.9	0.5
CCOc1ccc2cc(C3CC(c4ccco4)=NN3S(C)(=O)=O)c(Cl)nc2c1 (stereo not drawn)	-11.5	-39.0	2.6	30.3	-3.6	8.3	-1.3	-0.2	0.5	nt
Cc1ccc(NC(=S)N(C)C)cc1C	9.5	-24.5	-0.4	7.7	-8.3	21.3	1.5	0.1	-1.2	-5.8
Cc1c(Cc2ccccc2)c(=O)oc2c(C)c(OCc3nn[nH]n3)ccc12	nt	-10.2	nt	nt	2.0	nt	-3.0	nt	nt	-7.8
COc1ccccc1CNC(=O)c1ccc(N(C)S(=O)(=O)c2ccc(C)cc2)cc1	15.2	-11.1	-9.5	-7.2	-2.9	-50.2	4.4	-0.6	19.8	-0.5
COc1ccc(COC(=O)c2n[nH]c3ccccc23)cc1F	36.0	-39.2	-96.4	0.9	0.8	9.1	-2.9	3.5	22.9	6.8
Cc1ccc(NC(=O)Cn2nc(C)c(S(=O)(=O)N(C)C)c2C)cc1C	-10.9	-1.5	-26.3	22.3	-2.5	-17.8	-2.2	0.3	-0.2	4.6
CCNC(=O)CCCOc1ccc(Cl)cc1Cl	7.2	-34.1	-82.5	11.4	1.4	13.8	0.5	2.7	0.8	3.0
O=C(CCC(=O)c1cccs1)OCc1nc2ccccc2s1	-2.6	-6.2	-21.9	14.6	8.5	-1.0	1.1	-0.4	1.7	-5.1
CCC(CC)c1nnc(NC(=O)c2c(-c3ccccc3)noc2C)s1	-17.9	-8.9	13.1	12.1	1.0	-17.9	-1.6	nt	-3.5	0.2
O=C(CSc1ncc(-c2ccc(F)cc2)n1Cc1ccco1)Nc1ccc2c(c1)OCO2	35.1	-15.5	-150.5	19.0	-9.6	2.3	-0.1	3.2	7.3	0.1
CCOC(=O)C1CCN(CCC(=O)Nc2cccc(Cl)c2)CC1	0.3	-56.1	0.5	14.5	0.9	0.7	1.8	0.2	-0.2	-3.8
COC(C[C@@H](O)CC(=O)COCc1ccccc1)OC	9.0	nt	13.9	3.0	nt	-1.6	nt	-0.3	-0.6	nt
O=C(Nc1nnc(C2=COCCO2)o1)c1ccc(S(=O)(=O)N2CCOCC2)cc1	12.3	-14.2	11.4	12.4	-4.3	5.9	-1.5	-0.5	-0.8	0.5
COc1cccc(C(=O)Nc2nnc(-c3cccs3)s2)c1	25.6	-95.4	-0.1	-0.7	2.9	15.2	-1.9	-1.0	-1.0	-11.2
Cn1nc(C(=O)Nc2ccc3c(c2)OCCO3)cc1C(=O)O	-38.0	-40.1	-47.6	4.3	2.6	12.0	-0.2	-0.5	-25.1	0.6
Cc1ccc(CSc2nnc(SCC(=O)N/N=C/c3ccccc3OCC(=O)O)s2)cc1	-1.0	-9.1	61.7*	-1.9	-5.6	-3.9	-6.8	-0.8	2.1	5.2
CCOc1ccc(C(=O)Nc2cccc(-c3ccc4nncn4n3)c2)cc1	22.4	-8.3	-16.5	-4.4	4.4	3.4	3.6	0.3	5.7	-10.1
Cc1cccc(C(=O)NNC(=O)c2ccc(NC(=O)C(C)(C)C)cc2)c1	-22.2	-20.8	-45.0	-0.9	11.4	-10.3	7.8	0.4	-21.7	-1.8
COCCNC(=O)c1ccc(CS(=O)(=O)c2ccc(C)cc2)o1	3.3	5.7	-7.2	22.8	-1.7	16.0	-1.2	0.4	-6.6	-3.9
CCOc1ccccc1Cn1c(=O)sc2ccccc21	15.5	0.3	12.0	12.7	-1.2	26.1	-3.9	-0.3	-0.8	1.2
O=C1C2C3C=CC(C3)C2C(=O)N1c1cccc2ccccc12 (stereo not drawn)	11.7	-47.4	8.6	20.4	-11.9	-1.0	0.1	0.8	0.9	1.2
COC(=O)C(Cc1cnc[nH]1)NC(=O)C1CCC(=O)N1 (stereo not drawn)	-22.2	-17.5	27.9	14.8	-1.8	5.5	1.4	0.0	-2.9	2.9
COc1ccc(S(=O)(=O)N2CCCC(C(=O)NCc3cccnc3)C2)cc1OC (stereo not drawn)	13.5	nt	2.7	10.6	nt	-6.0	nt	-0.3	-2.9	nt
CCOC(=O)CNC(=S)N(CCCN1CCCC1)Cc1cccs1	-2.8	-23.5	-3.2	20.8	-3.6	-9.9	-3.7	-0.3	-3.4	1.8
CCC(=O)Nc1ccc2nc(C3CC3)n(Cc3ccccc3)c(=O)c2c1	26.9	-24.0	-200.7	8.7	0.8	2.5	2.7	3.8	25.0	3.0
COc1ccc(OC)c(S(=O)(=O)N2CCN(c3ncccn3)CC2)c1	10.4	-8.5	13.5	19.3	11.2	-6.8	0.9	-0.9	2.0	3.8
CCCOC(=O)Nc1nc(-c2ccc(C)cc2)c(C)s1	7.5	-16.7	-21.5	-19.6	1.5	-0.1	-0.8	0.4	-2.7	0.1
CC(Oc1ccccc1)C(=O)Nc1nnc(S(=O)(=O)N(C)c2ccccc2)s1 (stereo not drawn)	7.6	-37.6	21.1	12.6	3.2	-4.0	-5.4	0.5	4.0	2.2
O=C(O)CSc1nnc(-c2ccco2)o1	-21.0	-25.8	3.8	7.3	-2.0	0.5	-1.0	0.1	-7.5	-8.3
COc1ccccc1NC(=O)CSc1nc(=O)n(CCN2CCOCC2)c2c1CCC2	-4.0	nt	-1.5	4.3	nt	-3.2	nt	-0.9	-2.0	0.1
CC1CN(S(=O)(=O)N2CCOCC2)CCN1S(=O)(=O)N1CCOCC1 (stereo not drawn)	-8.7	-18.3	17.1	26.2	-0.5	-2.5	-2.9	-0.1	7.9	-3.7
COc1ccc2c(c1)C(C)(CCN)C(=O)N2C (stereo not drawn)	-30.0	nt	3.9	11.8	nt	2.4	nt	1.2	-16.1	10.1
O=C(CCCc1c[nH]c2ccccc12)NCCc1c[nH]c2ccccc12	-13.1	0.3	17.2	17.4	4.0	-9.8	2.1	0.0	0.0	1.0
Cc1cccc(N2C(=O)CC(SC(N)=Nc3ccccc3)C2=O)c1 (stereo not drawn)	2.5	1.4	4.7	-0.2	7.3	31.7	0.7	-0.4	-4.7	-2.0
O=C(Nc1cccc(S(=O)(=O)Nc2ccccc2Cl)c1)c1ccc(N2CCCC2)c([N+](=O)[O-])c1	-15.3	-28.2	15.2	1.9	-4.1	11.5	4.0	0.1	1.3	9.3
Cc1cc(C(=O)OCC(=O)N2CC(=O)Nc3ccccc32)no1	-13.6	-17.9	5.1	28.2	-0.4	12.5	2.9	-0.3	-9.5	-4.6
CC(C)(C)c1cccc(C2(O)C(=O)c3ccccc3C2=O)c1O	-5.7	-1.3	10.2	18.1	5.8	-0.2	1.2	-0.7	3.8	nt
COc1ccc(/C=C/c2nc(-c3ccccc3O)n(-c3ccccc3)n2)cc1	7.1	-2.9	2.7	10.8	-0.4	-9.8	-3.4	0.5	12.5	-1.0
COc1ccc(C2(O)CN(c3ccc(C)cc3)C3=[N+]2CCCC3)cc1 (stereo not drawn)	-10.3	9.3	13.1	nt	-4.1	-2.9	3.1	-0.1	-3.7	3.2
O=C(c1ccccc1)C1CCN(C(=O)C2CCC(=O)N(Cc3ccccc3F)C2)CC1 (stereo not drawn)	3.3	-38.5	-5.5	11.1	-1.7	-10.2	6.7	0.1	-3.3	0.2
CCCC(=O)Nc1nnc(/C=C/c2ccccc2)s1	7.0	-75.3	-99.0	21.7	-3.7	6.1	-3.3	-1.0	10.1	3.1
Cc1ccc(CSc2ncnc3ccccc23)cc1	1.0	-1.7	-29.7	-51.8	-1.4	3.1	1.0	0.6	6.8	5.0
COCC(=O)Nc1cc(C(=O)NCC(C)C)ccc1Cl	-14.2	-23.9	8.1	-0.8	-5.6	4.4	3.5	-0.5	-2.8	-1.0
Other records:
SMILES	HSF-1 act	KLF5 inh	aSyn UTR inh	AI-2 QS modul	IEC-6 cytotox	Platelet DG rel	HSP90 refold inh	HIF act	HSF1 inhib	HDAC3 inh
O=C(c1ccc2c(c1)CCN2S(=O)(=O)c1ccccc1)N1CCN(c2ccccc2F)CC1	-10.9	6.2	1.5	18.6	-2.7	0.4	2.0	-0.2	-0.2	nt
CCCc1cc(=O)oc2cc(OCc3ccc(C(=O)O)o3)ccc12	8.2	-26.9	6.7	9.2	3.8	1.9	23.0*	-15.0	6.4	-6.5
CCN(CC)CCNC(=O)C(=O)NCC1OCCN1C(=O)c1ccc2c(c1)OCO2 (stereo not drawn)	-2.2	-15.9	11.7	20.8	13.2	-5.7	1.3	-0.7	-3.1	1.3
CCC1CN(C(=O)NCc2ccccc2)c2ccccc2O1 (stereo not drawn)	-3.3	-27.2	0.0	-2.0	-1.3	-2.5	-1.1	-0.7	2.2	-15.8
O=c1c2ccccc2oc2cc(NCCCn3ccnc3)ccc12	29.6	0.3	-45.0	27.9	-5.1	-5.6	-9.6	3.6	12.1	-25.1
Cc1ccc(OCC(=O)NCCO)c(Br)c1	17.2	-18.1	-8.9	14.3	4.1	-0.8	2.5	0.6	1.9	-3.9
N#Cc1ccc(N2C(=O)[C@@H]3C(C(=O)c4ccc5ccccc5n4)=NN[C@@H]3C2=O)cc1	9.6	0.5	-16.3	16.7	3.7	-4.6	-0.9	0.0	-1.0	-3.8
CC1(C)C2CCC1(CS(=O)(=O)N1CCC(C(=O)O)CC1)C(=O)C2 (stereo not drawn)	16.2	3.4	-10.8	12.4	-3.3	-5.3	0.1	-1.6	-3.6	nt
COc1cc(Cl)ccc1OCc1cc(C(=O)N(C)CCc2c(C)n[nH]c2C)no1	21.0	-25.9	17.1	-8.0	8.2	-2.6	-0.7	0.3	11.4	-3.3
CCOC(=O)c1nnn(-c2nonc2N)c1-c1ccc(OC)cc1	5.3	-16.1	14.2	35.9	3.8	-2.1	2.6	-0.3	-3.4	0.8
COc1ccc(C(C#N)N2CCOCC2)cc1 (stereo not drawn)	13.7	-41.0	0.3	29.2	-4.7	2.0	-2.3	-0.1	-5.5	1.5

Some entries already given with just Platelet DG rel, HSP90 refold inh and KLF5 inh.
Structure,Platelet DG rel,HSP90 refold inh,KLF5 inh
CCCc1cc(=O)oc2cc(OCc3ccc(C(=O)O)o3)ccc12,1.9,23.0*,-26.9
CCN(CC)CCNC(=O)C(=O)NCC1OCCN1C(=O)c1ccc2c(c1)OCO2 (stereo not drawn),-5.7,1.3,-15.9
